TCR act: Activators of T cell receptors: qHTS campaign; primary human leukocytes, anti-CD3, IL-2 HTRF, 48 h; Potency, µM (series often up to 9.22 µM), inactives show at the top dose activation of IL-2 secretion, most hits filed as activators; AID 504894, 2011; 330,000 tested, under 10 active; also: % of control where 0% means no effect
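Primary human leukocytes incubated 48 hr with anti-CD3 beads plus compound, without co-stimulation. Secreted IL-2 measured by HTRF (europium cryptate/d2 anti-IL-2 pair, 320 nm excitation, 665 nm emission).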
TRPV1 agonist: HTS Assay for Compounds that Act as Agonists of the Vanilloid Receptor 1 | Transient receptor potential cation channel subfamily V member 1 (Homo sapiens), Q8NER1 | 320,000 compounds, 0.19% hits | activation, % at 8.33 µM | TRPV1-expressing cells, Fluo-8 calcium influx, agonist mode; in the data active = activation above about 80%; inconclusive = between about 30% and that limit; also: 0% is about no effect
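TRPV1-expressing cells were cultured overnight at 35.5C and loaded with Fluo-8 calcium dye for 40 to 90 min at room temperature. After a 10 s baseline, compound was added and calcium influx was read kinetically for 3 min (ex 480/em 520 nm).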
Mito fusion yeast: qHTS Assay for Small Molecule Inhibitors of Mitochondrial Division or Activators of Mitochondrial Fusion; S. cerevisiae fusion-defective mutant growth rescue, CellTiterGlo 48 h; AID 485298, 2010; Potency, µM (top dose mostly 46.1 µM), for the others: top-dose growth rescue (activation), most hits filed as activators; 320,000 compounds, 0.23% hits;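 also: potency is read from the fitted curve at half-maximal effect; % of control where 0% means no effect; nearly all actives have a fitted effect of over 45% in size; temperature-sensitive fusion mutants such as fzo1-1 at 37 °C on non-fermentable ethanol glycerol medium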
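Read-out: ATP-based luminescence (CellTiterGlo, 10 min ambient) reporting growth of fusion-defective ts yeast after 48 hours at 37C on glycerol/ethanol YPEG medium in the presence of compound.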
KCNH2 WT inh: qHTS for Inhibitors of KCHN2 3.1: Wildtype qHTS. Voltage-gated inwardly rectifying potassium channel KCNH2 (Homo sapiens), Q12809. U2OS, BacMam KCNH2, thallium flux FluxOr; active compounds read low. activity change, % at 1.84 µM. 340,000 compounds, 0.37% hits. AID 720551, 2013;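 active = maximum activity change below -70%; inconclusive = maximum activity change between -70% and -50%; inactive = maximum activity change above -50%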; also: % is scaled to controls: 0 for no effect and ±100 for the full control effect
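U2OS cells were transduced with wild-type KCNH2 virus (2.03 x 10^8 / mL) for 4 h at room temperature, then cultured overnight at 37 C. Thallium flux was read with FluxOr dye. Rate constants were normalized to DMSO controls.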
AT treatment: qHTS Assay for Identifying a Potential Treatment of Ataxia-Telangiectasia; Potency, µM (titrated, usually from 57.5 µM), for inactives: at the highest dose activation, usual class: activators; 320,000 compounds, 0.19% hits; […] A-T fibroblasts, KAP-1 phosphorylation AlphaLISA; neocarzinostatin DNA damage 30 min before lysis; also: potency is read from the fitted curve at half-maximal effect; % of control where 0% means no effect; nearly all actives have a fitted effect of over 45% in size
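ATM-like activity read as KAP-1 phosphorylation via AlphaLISA donor/acceptor antibody pairs after lysis and 6 hr at 25C. Cells were ATM-null patient fibroblasts ([…], hTERT), dosed 60 min, then exposed to the DSB inducer NCS for 30 min.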
Eya2 phos inh: qHTS Assay for Inhibitors of the Phosphatase Activity of Eya2; 330,000 compounds, 0.006% hits; Potency, µM (doses to about 76.9 µM), for inactives: at the highest dose activity, negative = inhibition, usual class: inhibitors; recombinant Eya2, OMFP fluorescence dephosphorylation (OMFP is methylfluorescein phosphate); also: potency is read from the fitted curve at half-maximal effect; % is scaled to controls: 0 for no effect and ±100 for the full control effect
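Eya2 (0.2 uM) preincubated 10 min at ambient with compound, then OMFP substrate added at 50 uM; 10 min reaction in 50 mM HEPES pH 7.5, 50 mM NaCl, 5 uM MgCl2, 0.05% BSA, 1 mM DTT. Fluorescence read at Ex 485/Em 525 nm.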
TSHR antag: Antagonists of the Thyroid Stimulating Hormone Receptor: HTS campaign; Thyrotropin receptor (Homo sapiens), P16473; 330,000 compounds, 0.2% hits; activity change, negative = inhibition, % at 11.5 µM; TSHR-expressing cells, TSH-stimulated cAMP HTRF, 2 h; active compounds read low;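 active = activity change below a set negative limit, meaning inhibition stronger than a set level, cut at about -70% in these data; inconclusive = activity change between two set negative limits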; also: % is scaled to controls: 0 for no effect and ±100 for the full control effect
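Competitive HTRF cAMP read-out (cryptate anti-cAMP antibody, cAMP-d2; 30 min, room temperature) in freshly harvested TSHR cells. Compounds added before TSH at EC80 (4nM final), followed by 2 hours' incubation at 37 deg C.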
ELG1 repair inh: qHTS screen for small molecules that inhibit ELG1-dependent DNA repair in human embryonic kidney (HEK293T) cells expressing luciferase-tagged ELG1; HEK293T ELG1-luciferase reporter, luminescence, 16 h; DNA damage induced by 5-fluorouridine; Potency, µM (series often up to 46.1 µM), for inactives: at the highest dose activity change, negative = inhibition, usual class: inhibitors; 330,000 compounds, 2.3% hits; AID 504467, 2011; also: potency is read from the fitted curve at half-maximal effect; % is scaled to controls: 0 for no effect and ±100 for the full control effect; nearly all actives have a fitted effect of over 55% in size
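Cells (2,000 per well) received 5-fluorouridine plus test compound or DMSO and were incubated 16 hr at 37 °C, 5% CO2. Luciferase activity was read by luminescence 30 min after ONE-Glo addition; signal suppression marked inhibition of damage-induced ELG1 function.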
KCNH2 3.1 block: qHTS for Inhibitors of KCHN2 3.1: Mutant qHTS | Potassium voltage-gated channel subfamily H member 2, brain isoform KCNH2 3.1 (human) | U2OS KCNH2 3.1, thallium flux FluxOr; active compounds read low | 340,000 compounds, 0.95% hits | activity change, % (tested at about 1.8 µM);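 active = maximum activity change below -70%; inconclusive = maximum activity change from -70% to -50%; inactive = maximum activity change above -50%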;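 also: thallium influx rate constant from kinetic fluorescence after stimulation buffer; % is scaled to controls: 0 for no effect and ±100 for the full control effect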
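Thallium flux read-out: FluxOr dye with Red40 quencher in HBSS/HEPES, 45 min at RT. Rate constants from kinetic reads were normalized to positive and negative DMSO controls. Cells: U2OS virally expressing the 3.1 isoform.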
USP2a inh: qHTS Assay for Inhibitors of Ubiquitin-specific Protease USP2a Using CHOP2 as the Reporter; Potency, µM (titrated, usually from 38.3 µM), for the others: at the highest dose activity change, negative = inhibition, most hits filed as inhibitors; 330,000 compounds, 0.01% hits; Ubiquitin carboxyl-terminal hydrolase 2 (Homo sapiens), O75604; USP2 core, Ub-CHOP2 coupled fluorogenic reporter, 485/531;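 also: potency is read from the fitted curve at half-maximal effect; plate controls were DMSO wells for no effect and full inhibition by NEM control for full effect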
Target sequence (O75604 whole entry, looked up): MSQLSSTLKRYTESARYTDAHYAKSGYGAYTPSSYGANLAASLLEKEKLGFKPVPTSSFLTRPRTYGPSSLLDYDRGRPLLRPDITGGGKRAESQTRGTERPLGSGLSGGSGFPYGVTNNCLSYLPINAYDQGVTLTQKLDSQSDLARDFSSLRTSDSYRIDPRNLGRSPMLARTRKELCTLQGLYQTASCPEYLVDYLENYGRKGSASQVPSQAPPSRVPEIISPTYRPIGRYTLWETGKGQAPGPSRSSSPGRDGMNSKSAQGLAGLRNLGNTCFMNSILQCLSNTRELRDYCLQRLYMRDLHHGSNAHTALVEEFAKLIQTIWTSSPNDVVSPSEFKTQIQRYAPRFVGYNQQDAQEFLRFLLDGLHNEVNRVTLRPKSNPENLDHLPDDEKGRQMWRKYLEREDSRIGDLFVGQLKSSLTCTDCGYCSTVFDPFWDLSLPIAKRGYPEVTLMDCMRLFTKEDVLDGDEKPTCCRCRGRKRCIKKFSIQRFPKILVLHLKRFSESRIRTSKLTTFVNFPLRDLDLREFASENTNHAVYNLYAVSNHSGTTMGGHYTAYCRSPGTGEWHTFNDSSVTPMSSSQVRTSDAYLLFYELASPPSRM
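USP2 core (10nM final) preincubated 30min RT with compound in 20mM Tris-HCl pH 8.0, 2mM CaCl2, 2mM beta-mercaptoethanol, 0.05% CHAPS; 25nM Ub-CHOP2 plus 25nM reporter substrate added, fluorescence (Ex485/Em531) read after 60min.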
* = called active by the depositor; ? = inconclusive; nt = not tested or not shown; [ ] = remark or other dose. Unless noted, calls follow the shape of the dose curve; as a rule, active = well fitted curve in the direction sought with a large enough effect; inconclusive = small, poorly fitted or top-dose-only effect, or another doubt; inactive = no such curve, though single readings can be large; an effect the other way counts as inactive or inconclusive.

SMILES	TCR act	TRPV1 agonist	Mito fusion yeast	KCNH2 WT inh	AT treatment	Eya2 phos inh	TSHR antag	ELG1 repair inh	KCNH2 3.1 block	USP2a inh
O=C(CCc1c[nH]c2ccccc12)OCC(=O)N1CCN(S(=O)(=O)c2ccccc2)CC1	-4%	-5	2%	-101*	1%	-31%	-8	27%	-17	0%
CCCCCCCCC(=O)N/N=C(\C)c1ccc(O)cc1O	-2%[46.1 µM]	6	-33%[inhibitor]	1	-5%	-15%	-5	?	1	1%
COC(=O)C1=C(C)NC(=O)/C1=C\c1cc(C)n(-c2ccccc2)c1C	-4%	1	-2%	-10	-1%	-1%	16	8%	0	10%
COc1ccc(-c2csc(/C(C#N)=C\c3cccc([N+](=O)[O-])c3)n2)cc1	1%[46.1 µM]	0	0%	nt	-3%	0%	-4	16%	nt	6%
O=C(COC(=O)CNC(=O)c1ccccc1F)Nc1ncc(Cl)cc1Cl	1%	0	-2%	-11	-5%	1%	16	0%	-5	3%
C=CCNC(=O)C(C#N)c1nc2ccccc2nc1N1CCN(Cc2ccccc2)CC1 (stereo not drawn)	1%	1	1%	-13	4%	-6%	2	3%	-16	?
CCOC(=O)c1nnn(-c2nonc2N)c1-c1ccc(F)cc1	-13%	12	5%	3	-3%	15%	-3	-5%	6	-2%
O=C(c1ccc2[nH]c(=O)c(=O)[nH]c2c1)N1CCc2ccccc2C1	2%	3	2%	-37	11%	-3%	54	?	2	-1%
CCOC(=O)C1CCN(c2cc3c(cc2NC(=O)c2ccc(F)cc2)n(C)c(=O)n3C)CC1	1%	29	2%	2	7%	7%	-4	2.3µM*	21	0%
CCN(C(=O)CSc1cccc[n+]1[O-])C1CCCCC1	nt	nt	nt	-8	4%	2%	nt	?	0	1%
O=C(c1ccc(F)cc1)C1CCN(C(=O)c2ccncc2)CC1	-6%	2	0%	-7	-4%	14%	-1	2%	-9	-2%
NC(=O)CC(NC(=O)c1ccccc1)c1ccc(N2CCN(c3ccccn3)CC2)c([N+](=O)[O-])c1 (stereo not drawn)	-1%	2	0%	-7	-3%	-4%	-6	?	-130*	0%
Cc1cccc(C)c1NC(=O)COC(=O)c1ccccc1O	-11%	12	11%	-10	-4%	-7%	-7	7%	-37	0%
Cc1nc2ccc(NC(=O)c3cc(S(=O)(=O)N4CCOCC4)ccc3C)cc2s1	9%	-1	-1%	-3	-1%	6%	2	?	19	4%
COCCn1ccc2c(OCC(=O)NCc3ccc(C)cc3)cccc2c1=O	5%	-1	-4%	6	0%	12%	9	1%	-7	1%
O=C(NCc1cccc(F)c1F)C1CCC(=O)N(C2CCCCCC2)C1 (stereo not drawn)	8%	8	0%	1	7%	-1%	7	3%	20	-1%
CCCc1nc(SCC(=O)N2c3ccccc3CC2C)c2c(C)c(C)sc2n1 (stereo not drawn)	5%	7	-1%	14	5%	-24%	-1	?	-3	3%
CC(C)NC(=O)CCCn1cc([N+](=O)[O-])cn1	5%	-1	-2%	14	4%	1%	-4	0%	7	0%
CCc1noc(C)c1C(=O)NNC(=O)c1ccc(F)cc1	4%	-3	-6%	9	7%	-10%	8	12%	2	4%
N#CC1=C(N)Oc2n[nH]c(-c3cccs3)c2C1c1ccncc1 (stereo not drawn)	-3%	-1	3%	14	-1%	3%	6	-7%	-50	1%
Cc1cccc(-n2ncc3c2CCCC3NC(=O)CC(F)(F)F)c1C (stereo not drawn)	1%	?	-1%	-8	-5%	3%	14	-23%	-6	-1%
COc1ccc(OC)c(C2/C(=C(/O)c3ccc(C)cc3)C(=O)C(=O)N2Cc2ccco2)c1 (stereo not drawn)	-4%[46.1 µM]	-5	-6%	3	-1%	-6%	-10	14%	-17	5%
CCn1nc(C)cc1C(=O)N1CCCC(C(=O)c2ccc3ccccc3c2)C1 (stereo not drawn)	5%	9	3%	10	8%	-7%	-11	?	-1	2%
CC(C)(C)NC(=O)c1ccnc(C(C)(C)C)c1	-7%	-2	4%	-27	6%	-9%	20	-1%	-12	4%
Cc1c(NC(=O)C(C)Oc2cccc(F)c2)c(=O)n(-c2ccccc2)n1C (stereo not drawn)	0%	nt	nt	-11	5%	7%	nt	-2%	-3	-3%
O=C(Nc1ccccc1)N1N=C(c2cccs2)CC1c1cccs1 (stereo not drawn)	12%[46.1 µM]	?	11µM*	-1	-7%	-1%	2	-4%	-20	-12%
CCN(CC(=O)Nc1c(F)cccc1F)C(=O)C1CC(=O)N(CCc2ccc(OC)c(OC)c2)C1 (stereo not drawn)	-2%	-1	-5%	0	-1%	-2%	-3	?	0	-4%
O=[N+]([O-])c1cccnc1Oc1cccnc1	6%	0	3%	1	7%	16%	3	-4%	3	0%
COc1ccc(C(=O)n2nc(-c3ccccc3)nc2N)cc1OC	2%	2	-7%	-3	5%	3%	13	27%	-19	3%
CCCCNC(=O)[C@H]1C[C@H]1[C@@H](O)[C@H](CO)NC(=O)[C@H](Cc1ccccc1)NC(=O)OC(C)(C)C	-8%	2	0%	-1	1%	3%	-1	?	-37	1%
CC[C@]1(C(=O)OC)[C@H]2C(=O)N(Cc3ccccc3)C(=O)[C@H]2[C@H]2CN(C)C(=NC)N21	-2%[46.1 µM]	nt	nt	-1	6%	6%	11	20%	-6	-2%
CCOc1ccccc1OC(C)C(=O)Nc1ccc(S(=O)(=O)N2CCCC2)cc1 (stereo not drawn)	-3%	0	8%	-4	-19%	3%	-10	-7%	-2	-1%
CCCN1C(=O)C(=O)c2cc(Cl)ccc21	4%	nt	nt	-4	3%	-7%	-6	?	1	1%
CCOc1cc(/C=N/NC(=O)NN(C)c2ncc(C(F)(F)F)cc2Cl)ccc1O	-4%	-3	19%	-10	-1%	13%	-1	-18%	3	0%
COc1ccc2c(CC(=O)OCC(=O)Nc3cccc(S(N)(=O)=O)c3)coc2c1	-6%	-3	9%	-2	28%	-2%	-30	-1%	1	6%
COc1ccccc1NC(=O)CSc1nnc(CSc2nc(C)cc(C)n2)o1	-4%	-1	4%	-3	1%	1%	2	6%	-3	0%
CSc1nsc(SCC(=O)N2CCCCC2)n1	0%	18	-9%	-12	0%	-7%	0	?	-15	0%
CCOCCCNC(=O)CN1C(=O)COc2ccc(S(=O)(=O)N3CCCCCC3)cc21	3%	3	15%	6	8%	-16%	13	11%	-2	0%
CC(OC(=O)c1ccc(S(=O)(=O)NCc2ccco2)cc1)C(=O)Nc1ncc(Cl)cc1Cl (stereo not drawn)	-1%[46.1 µM]	2	0%	-2	-8%	1%	16	4%	-16	-2%
C=CCNC(=O)c1ccccc1NS(=O)(=O)c1ccccc1	-10%	1	8%	5	-7%	1%	-2	7%	25	1%
CCOC(=O)C1CCCN(C(=O)c2cc(-c3ccco3)nc3ccccc23)C1 (stereo not drawn)	-4%	nt	nt	-1	-42%	-6%	8	7%	31	?
O=C(NC(NC(=S)Nc1cc(Cl)ccc1Cl)C(Cl)(Cl)Cl)c1ccco1 (stereo not drawn)	-4%	0	1%	-11	6%	6%	26	-1%	4	1%
Cc1ccc(C)c(N2CCN(C(=O)CCc3nc(-c4ccc(Cl)cc4)no3)CC2)c1	2%[46.1 µM]	nt	nt	-5	-32%	8%	-6	15%	-8	-1%
NC(=O)CC1C(=O)N(c2ccc(F)cc2)C(=O)N1NC(=O)CCc1ccccc1 (stereo not drawn)	3%	0	3%	-3	1%	12%	12	8%	-1	3%
C=CCSc1nc(N)c(C(=O)Nc2ccccc2C)cc1C(N)=O	-4%	nt	-5%	-5	-4%	5%	11	-28%	-7	-4%
O=C(CS(=O)(=O)Cc1ccccc1)Nc1nnc(C2CCCCC2)s1	3%	1	1%	-10	0%	-6%	-4	8%	7	1%
Cn1nc(C(=O)Nc2cccc(S(=O)(=O)N3CCCC3)c2)c2ccccc2c1=O	7%	-1	1%	-6	5%	-7%	-21	6%	14	2%
COc1ccc2nc(C)cc(N3CCC(C(N)=O)CC3)c2c1	-3%	13	4%	-8	-4%	4%	5	0%	3	1%

Assay outcomes deposited in PubChem BioAssay by National Center for Advancing Translational Sciences (NCATS).

This is a subset. The share of hits here may be higher or lower than overall.
